Compound activity deposited in PubChem BioAssay by several laboratories.
CAL PDZ FP-1 = untagged CAL PDZ binding inhibitors, primary screen, biochemical, fluorescence polarization, HTS; AID 602252, 2012; purified CAL PDZ, TMR-peptide fluorescence polarization, 1 h; inhibition, % at 24.9 µM; actives 0.92% (n = 300,000);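 active = mean inhibition of at least 30% with at least half of replicates also reaching 30%; inconclusive = no clear call, values can overlap the other calls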;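 also: 0% = DMSO neutral control and 100% = excess unlabeled competitor peptide PRC23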
CAL PDZ FP-2 = CAL PDZ peptide-binding inhibitors, primary screen, biochemical, fluorescence polarization, Cer-tagged CAL PDZ, HTS; purified CAL PDZ, TMR-peptide fluorescence polarization, 1 h; inhibition, % at 20 µM; actives 0.02% (n = 330,000); AID 504414, 2011;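 active = highest replicate inhibition of at least 40%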;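 also: plate controls were DMSO neutral control wells for no effect and unlabeled competitor peptide control wells for full effect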
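System: purified tagged CAL PDZ domain construct (CerCALP). Schedule: 1 h incubation at room temperature before polarization reading. Medium: 25 mM sodium phosphate pH 7.4, 150 mM NaCl, TCEP, IgG, Thesit. Read-out: percent inhibition from loss of millipolarization. Measured by: FP readout, S and P plane fluorescence. Probe or stimulus: fluorescent TMR peptide probe.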
LANA DNA inh = inhibitors of KSHV C-LANA binding to DNA, primary screen, biochemical, fluorescence polarization, FAM-LBS DNA, MBP-C-LANA, single point. Kaposi's sarcoma herpesvirus LANA C-terminal domain (residues 932-1162) DNA binding. inhibition, % at 9 µM. actives 0.078% (n = 340,000). AID 504423, 2011;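 active = highest replicate inhibition at or above 60% at 9 µM, even if other replicates fall short; inactive = all replicates below 60% inhibition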;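 also: 0% = neutral control wells and 100% = 4 µM acridine orange control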
Keap1 Nrf2 FP = Keap1-Nrf2 protein-protein interaction inhibitors, primary screen, biochemical, fluorescence polarization, single point; Kelch-like ECH-associated protein 1 (Homo sapiens), Q14145; Keap1 Kelch-Nrf2 peptide fluorescence polarization, 1536-well; inhibition, % at 9.4 µM; actives 0.15% (n = 340,000); AID 504523, 2011; in the data active = inhibition above about 12%; inconclusive = no clear call, values can overlap the other calls; inactive = below about 7.3%;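 also: human Keap1 Kelch domain with fluorescein labeled Nrf2 9mer peptide probe; 0% = neutral control wells and 100% = peptide positive control; higher means more block of Keap1 binding to Nrf2 peptide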
DAGLB inhibitor = DAGLB lipase inhibitors, primary screen, biochemical, fluorescence, HTS; HEK293T DAGLB membrane lysate, EnzChek fluorogenic substrate; AID 504411, 2011; inhibition, % at 5.17 µM; actives 0.059% (n = 340,000); Diacylglycerol lipase-beta (Homo sapiens), Q8NCG7; in the data active = inhibition above about 34%;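 also: 0% = enzyme with vehicle and 100% = wells lacking enzyme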
Target sequence (Q8NCG7 whole entry, looked up): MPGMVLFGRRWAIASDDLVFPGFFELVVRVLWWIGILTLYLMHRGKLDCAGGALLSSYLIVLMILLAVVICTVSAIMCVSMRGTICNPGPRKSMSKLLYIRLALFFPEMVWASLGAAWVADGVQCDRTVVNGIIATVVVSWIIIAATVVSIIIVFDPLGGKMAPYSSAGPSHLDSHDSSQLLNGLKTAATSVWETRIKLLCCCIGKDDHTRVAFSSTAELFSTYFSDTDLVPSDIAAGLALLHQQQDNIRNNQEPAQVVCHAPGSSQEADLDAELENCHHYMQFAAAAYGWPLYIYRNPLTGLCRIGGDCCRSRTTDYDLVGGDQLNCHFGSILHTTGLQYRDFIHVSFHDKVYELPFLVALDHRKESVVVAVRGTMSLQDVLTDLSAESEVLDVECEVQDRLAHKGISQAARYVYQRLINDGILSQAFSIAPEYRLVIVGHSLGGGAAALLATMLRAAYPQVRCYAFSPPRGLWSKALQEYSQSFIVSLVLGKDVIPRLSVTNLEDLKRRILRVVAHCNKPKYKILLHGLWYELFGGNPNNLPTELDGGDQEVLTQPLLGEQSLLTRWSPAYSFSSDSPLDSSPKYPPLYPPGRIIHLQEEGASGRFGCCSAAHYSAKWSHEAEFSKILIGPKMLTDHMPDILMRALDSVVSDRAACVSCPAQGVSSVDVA
SR-BI DiI-HDL act = activators of SR-BI mediated DiI-HDL uptake, primary screen, ldlA[mSR-BI] CHO cells, DiI fluorescence | 3 h; 100 = double the neutral-control signal | activation, % at 12.5 µM | actives 0.096% (n = 320,000) | AID 504775, 2011;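 active = mean replicate activation of at least 60% and every replicate at or above 60%; inconclusive = mean or all-replicate condition met, but not both; inactive = mean below 60% and not all replicates reaching 60%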;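 also: 0% = median plate neutral-control signal and 100% = twice that signal; values of inactives mirror those of a sister screen read the other way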
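Material: SR-BI-overexpressing, LDLR-lacking CHO cells; schedule: compound exposure 3 h, 37 °C; reagent: DiI-labelled HDL at 10 µg/mL final; technique: bottom-read fluorescence, 550/595 nm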
RTF Ca sens inh = cardiac RTF calcium sensitivity inhibitors, primary screen, biochemical, IANBD-TnC fluorescence, EC70 calcium | inhibition, % at 7.15 µM | IANBD-labeled cardiac RTF, Ca2+ fluorescence | actives 0.12% (n = 340,000) | Troponin I, cardiac muscle (Homo sapiens) + Troponin T, cardiac muscle (Homo sapiens) + …;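 active = inhibition above the mean inhibition of all tested compounds plus 3 SD, cut at about 17% in these data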;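 also: assay run at fixed EC70 calcium of 1.6 mM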
Rtt109 HAT inh = inhibitors of C. albicans Rtt109/Vps75 HAT, primary screen, biochemical, ThioGlo CoA-SH fluorescence, plate reader; Histone acetyltransferase RTT109 (Candida albicans (strain SC5314 / ATCC MYA-2876)), …; purified Rtt109/Vps75, 4 h; inhibition, % at 34.9 µM; actives 0.16% (n = 330,000); AID 540336, 2011;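 active = inhibition of at least 50% in every replicate; inconclusive = best replicate reaches 50% inhibition but some replicates fall short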
PKA-R2B activ = activators of PKA-R2B holoenzyme, primary screen, biochemical, fluorescence polarization, Cy5-IP20, human | activation, % at 11.4 µM | PKA-R2B holoenzyme dissociation; R2B truncated from residue 108, S112A mutant; 0% DMSO only, 100% 113 µM cGMP | AID 504700, 2011 | actives 0.079% (n = 340,000) | cAMP-dependent protein kinase catalytic subunit beta (Homo sapiens) + cAMP-dependent …;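 active = activation above a cutoff set at the mean over all compounds plus 3 SD, cut at about 18% in these data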;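 also: higher means more holoenzyme dissociation and a rise in polarization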
Target sequence (P31323 whole entry, looked up, other chains not shown, the tested form may be a part): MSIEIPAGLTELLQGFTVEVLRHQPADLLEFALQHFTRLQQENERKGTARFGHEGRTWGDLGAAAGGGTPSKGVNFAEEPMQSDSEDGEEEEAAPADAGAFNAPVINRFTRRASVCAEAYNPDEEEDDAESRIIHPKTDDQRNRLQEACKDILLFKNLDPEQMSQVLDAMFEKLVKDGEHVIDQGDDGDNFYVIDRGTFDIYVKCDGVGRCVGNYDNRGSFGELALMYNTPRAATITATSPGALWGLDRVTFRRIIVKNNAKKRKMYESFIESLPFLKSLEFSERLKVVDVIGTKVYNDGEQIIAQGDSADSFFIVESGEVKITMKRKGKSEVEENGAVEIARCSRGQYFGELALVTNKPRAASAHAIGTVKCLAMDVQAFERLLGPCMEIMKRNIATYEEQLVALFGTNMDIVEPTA
cardiac RTF act = cardiac RTF calcium sensitivity activators, primary screen, biochemical, IANBD-TnC fluorescence, EC20 calcium. Troponin I, cardiac muscle (Homo sapiens) + Troponin T, cardiac muscle (Homo sapiens) + …. IANBD-labeled TnC RTF fluorescence at EC20 calcium; 0% EC20 calcium, 100% full calcium. activation, % at 7.2 µM. actives 0.24% (n = 340,000). AID 493008, 2010;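 active = activation above the mean over all tested compounds plus 3 SD, cut at about 30% in these data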;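 also: rise in fluorescence read as greater calcium sensitivity of cardiac thin filaments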
The depositor's hits bear a star; ? = inconclusive; nt = not tested or not shown. Rows are unselected (roughly 1.6% active in at least one column).

SMILES | CAL PDZ FP-1 | CAL PDZ FP-2 | LANA DNA inh | Keap1 Nrf2 FP | DAGLB inhibitor | SR-BI DiI-HDL act | RTF Ca sens inh | Rtt109 HAT inh | PKA-R2B activ | cardiac RTF act
COc1ccc(NC(=O)N2CCCC2C(=O)NCC2CCCCC2)cc1 (centres undefined) | 1 | -2.2 | 0.0 | 6 | 0 | 10 | -1 | -14 | 1 | 2
Cc1cc(=O)oc2cc(NC(=O)c3cc(F)ccc3F)ccc12 | -5 | -0.1 | -1.0 | 0 | 0 | -43 | 2 | 2 | 0 | -4
CC(C)CC(NC(=O)C1CCC(C)CC1)C(=O)Nc1cccnc1 (centres undefined) | -3 | 0.1 | 0.2 | -4 | 0 | -26 | 1 | 4 | -5 | -5
O=C(c1ccccc1)c1ccc(O)c(O)c1O | 2 | 0.1 | 11 | -3 | 16 | 11 | 3 | -1 | 0 | 3
O=C(CN1CCC(n2cnc3cc(F)ccc32)CC1)Nc1ccccc1Br | -4 | -1.5 | -0.5 | 0 | -1 | -4 | -5 | 5 | -3 | -5
Cc1cc(NC(=O)C2CCN(S(=O)(=O)Cc3ccccc3)CC2)ccc1-n1cnnn1 | -1 | -3.1 | -2.3 | 1 | -3 | 5 | -4 | -2 | -16 | 3
Cn1cccc1/C=N/NC(=O)c1cc2ccccc2cc1O | -1 | -0.5 | 0.1 | -6 | 8 | -10 | -13 | 14 | -6 | -7
C/C(=N\NC(=S)NC(C)C)c1ccco1 | 3 | -0.8 | 0.4 | -1 | -1 | 30 | -3 | 1 | -10 | 3
CCN(CC)S(=O)(=O)c1ccc(NC(=O)C2c3ccccc3Oc3ccccc32)cc1 | -10 | -2.3 | 2.4 | 1 | -8 | -9 | 2 | 2 | -2 | 4
CS(=O)(=O)N(CC(=O)Nc1cccc(F)c1)c1cccc([N+](=O)[O-])c1 | 1 | -2.4 | 0.0 | 1 | -1 | ? | 2 | 1 | 3 | -1
CCn1nnc(NC(=O)c2ccc(C(C)(C)C)cc2)n1 | 2 | -1.4 | 1.5 | -6 | 0 | 6 | -7 | 8 | 0 | 4
CCc1ccc(NC(=O)CSc2nnnn2C)cc1 | -3 | -3.2 | 0.7 | -6 | -3 | 17 | -1 | -1 | -4 | 3
O=C(NC(=S)Nc1ccccc1N1CCCCC1)c1ccc(F)cc1Cl | -1 | -1.2 | 1.7 | -5 | -29 | -46 | -5 | -24 | -7 | -6
O=C(CCS(=O)(=O)c1ccc(Cl)cc1)NCCc1c[nH]c2ccccc12 | nt | -0.2 | -0.6 | -2 | 2 | -1 | -5 | -5 | 7 | 2
O=C(c1ccco1)N1CCN(C2CC(=O)N(c3ccc4c(c3)OCO4)C2=O)CC1 (centres undefined) | -1 | -0.2 | 0.0 | -5 | 2 | 14 | -3 | -3 | 0 | -3
CC[C@H](C)[C@H](NC(=O)CNC(=O)COc1cc2c(c3oc(=O)cc(C)c13)CCC(C)(C)O2)C(=O)O | 0 | 0.3 | 0.5 | -4 | 3 | 20 | 1 | -8 | 2 | 2
Cc1cc(N)n2ncc(-c3ccccc3)c2n1 | -1 | -0.6 | -0.5 | -6 | 0 | -16 | -1 | 3 | -2 | -7
O=C(OCC(=O)c1c[nH]c2ccccc12)c1ccc([N+](=O)[O-])s1 | -2 | -0.5 | -0.1 | 0 | -1 | -68 | 4 | 3 | -11 | -2
Cc1ccnc2nc(C(=O)Nc3nc(-c4ccccn4)cs3)nn12 | -6 | -0.7 | 1.1 | 0 | 0 | -2 | -17 | -1 | -7 | 6
Cc1cc(=O)[nH]c(Nc2cccc(Cl)c2C)n1 | -9 | -1.9 | 2.3 | -3 | -5 | 21 | -1 | 0 | -5 | -3
CCOC(=O)N1CCN(c2c(Nc3cc(C)[nH]n3)c(=O)c2=O)CC1 | nt | -2.3 | -2.4 | 4 | 0 | -5 | -10 | 16 | 6 | 9
CN(C)c1nc2c(c(=O)[nH]c(=O)n2C)n1CCCc1ccccc1 | -1 | nt | 0.5 | 4 | -3 | 24 | -13 | -10 | 1 | -6
NC(=O)c1ccccc1OCC(=O)O | -2 | 0.3 | -0.7 | 2 | 1 | 1 | -20 | 8 | -12 | -5
C/C(CC(=O)Nc1ccc2c(c1)OCO2)=N\NC(=O)c1ccc(N)cc1 | nt | -1.1 | -0.4 | -5 | nt | -8 | nt | 13 | nt | nt
CCn1c2ccccc2c2cc(NC(=O)C(C)Oc3ccc(OC)cc3)ccc21 (centres undefined) | -3 | -0.9 | 3.1 | -5 | -6 | -31 | -6 | -10 | -10 | -1

The last five records of the section before are carried over, then new ones follow.
SMILES | CAL PDZ FP-1 | CAL PDZ FP-2 | LANA DNA inh | Keap1 Nrf2 FP | DAGLB inhibitor | SR-BI DiI-HDL act | RTF Ca sens inh | Rtt109 HAT inh | PKA-R2B activ | cardiac RTF act
CCOC(=O)N1CCN(c2c(Nc3cc(C)[nH]n3)c(=O)c2=O)CC1 | nt | -2.3 | -2.4 | 4 | 0 | -5 | -10 | 16 | 6 | 9
CN(C)c1nc2c(c(=O)[nH]c(=O)n2C)n1CCCc1ccccc1 | -1 | nt | 0.5 | 4 | -3 | 24 | -13 | -10 | 1 | -6
NC(=O)c1ccccc1OCC(=O)O | -2 | 0.3 | -0.7 | 2 | 1 | 1 | -20 | 8 | -12 | -5
C/C(CC(=O)Nc1ccc2c(c1)OCO2)=N\NC(=O)c1ccc(N)cc1 | nt | -1.1 | -0.4 | -5 | nt | -8 | nt | 13 | nt | nt
CCn1c2ccccc2c2cc(NC(=O)C(C)Oc3ccc(OC)cc3)ccc21 (centres undefined) | -3 | -0.9 | 3.1 | -5 | -6 | -31 | -6 | -10 | -10 | -1
Cc1ccc(C)c(S(=O)(=O)N2CCN(C(=O)c3cc(S(=O)(=O)NCc4ccccc4)ccc3C)CC2)c1 | 3 | 0.2 | -0.9 | -6 | -3 | -7 | -3 | 6 | -2 | -1
CCOc1cccc2c1OC(c1cc(OC)c(OC)c(OC)c1)N1N=C(c3ccc(C)o3)CC21 (centres undefined) | -6 | -2.8 | -1.3 | -5 | 0 | -6 | -34 | -1 | -2 | 16
CCOC(=O)c1cc(S(=O)(=O)N2CCOCC2)cn1C | -3 | -0.4 | 0.4 | -3 | 0 | -4 | -13 | -6 | -6 | -3
CCOC(=O)C1=C(C)NC2=C(C(=O)C(C(=O)OCC)C(c3ccc(OC)cc3)C2)C1c1ccccn1 (centres undefined) | nt | -0.4 | 1.2 | 1 | 2 | 18 | -3 | 7 | -5 | -3
CCCCOC(=O)c1ccc(NC(=O)/C=C/c2cccs2)cc1 | nt | -1.0 | 0.9 | -4 | -5 | -13 | -3 | -4 | -8 | 0
Cc1cccc(NC(=S)Nc2ccc(Cl)c(Cl)c2)c1 | -6 | -4.0 | 0.5 | -9 | -2 | -19 | -4 | -3 | 1 | 8
CC1CCCN(c2nc3c(c(=O)n(C)c(=O)n3C)n2CCSc2nc3ccccc3s2)C1 (centres undefined) | nt | -1.8 | 0.9 | -2 | -3 | -18 | -3 | 5 | -13 | -5
O=C(Nc1ccc2c(c1)nc1n2CCSC1)c1ccccc1 | -8 | -1.9 | 0.4 | -1 | 1 | -14 | -11 | 0 | 0 | -1
COc1ccc(S(=O)(=O)NC2CC(=O)N(c3ccc4c(c3)OCCO4)C2)cc1 (centres undefined) | nt | -1.2 | 2.3 | 1 | 4 | 13 | 7 | -6 | -3 | 4
Cc1ccc(C)c(N2CCN(C(=O)c3ccc4c(=O)n5c(nc4c3)CCCCC5)CC2)c1 | nt | -0.7 | 0.2 | -4 | 3 | -21 | -6 | 6 | 4 | 3
S=C(NCCCN1CCOCC1)NC1CCCC1 | -1 | -3.2 | 0.8 | -4 | -1 | 9 | -4 | -5 | 5 | 2
CCC(=O)Nc1nnc(SCC(=O)NCC2CCCO2)s1 (centres undefined) | 2 | 1.0 | 1.5 | 1 | -3 | 15 | -6 | 1 | -8 | -1
Cc1nc([N+](=O)[O-])c(C(=O)O)n1C | 1 | 0.0 | 0.0 | -2 | -2 | 13 | 0 | 10 | -7 | -3
CCOC(=O)C1(S(=O)(=O)c2ccc(Cl)cc2)CCN(Cc2ccc(Cl)cc2)CC1 | nt | -0.7 | 1.0 | 2 | -12 | 11 | -7 | 3 | -5 | -2
CC(NC(=O)c1ccc(N(C)C)c([N+](=O)[O-])c1)c1ccc(-n2ccnc2)cc1 (centres undefined) | -2 | -2.9 | 12 | -2 | 1 | -4 | 2 | 24 | -3 | -3
Cc1cc(-c2ccccc2)n2ncc(C#N)c2n1 | -2 | -0.7 | 0.3 | -1 | 0 | 14 | -5 | -4 | 9 | 4
Cc1noc(NS(=O)(=O)c2ccc(N/C=C\C(=O)c3ccc(Br)cc3)cc2)c1C | nt | -0.3 | 0.4 | -3 | 10 | 5 | 1 | 27 | 5 | -1
COc1ccc2cnn(-c3ccc(OC(F)(F)Cl)cc3)c(=O)c2c1OC | -4 | 0.9 | 0.2 | -1 | -4 | 29 | -1 | nt | -10 | 0
O=Cc1ccc(N2CCCC2)o1 | 0 | -1.6 | -0.1 | -4 | 1 | -6 | 3 | -5 | 0 | -1
CC1CN(c2nc3ccccn3c(=O)c2C=O)CC(C)O1 (centres undefined) | 4 | 0.1 | 0.2 | 2 | 1 | 26 | 6 | 2 | 2 | 1
